Screening results as filed in PubChem.
DDE Tn7 FP inh = inhibitors of Tn7 peptide binding to fibrin DD(E), primary screen, biochemical, fluorescence polarization, human fibrin, Tn7 probe. FP displacement of FITC-Tn7 peptide from fibrin DD(E); 0% = median of compound wells per plate. 370,000 compounds, 0.13% hits. Fibrinogen beta chain (Homo sapiens), P02675. inhibition, % at 8.3 µM;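 active = inhibition above the mean of compounds falling within the control limits plus 3 SD of them, cut at about 14% in these data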;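 note: 0% = plate median of compound wells and 100% = 10 µM Aha-Tn7 peptide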
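Assay system: Human fibrin DD(E) protein | Medium: Tris buffer with calcium and detergent, pH 7.8 | Reagent: 0.1 µM fluorescent Tn7 | Compound dosing: Single point at 8.3 µM | Times: 10 min preincubation, 3 h with tracer, room temperature | Detection: Fluorescence polarization of the labelled Tn7 tracer | Controls: Aha-Tn7 high control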
ADAM10 inh = human ADAM10 inhibitors, primary screen, biochemical, QFRET, HTS; Disintegrin and metalloproteinase domain-containing protein 10 (Homo sapiens), O14672; recombinant ADAM10, EDANS/DABCYL FRET peptide cleavage, 3 h; inhibition, % at 7 µM; 370,000 compounds, 0.62% hits; AID 720582, 2013;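 active = inhibition above a per-campaign cutoff equal to the mean of compounds falling between control-based bounds plus 3 SD, cut at about 20% in these data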;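 note: 0% = DMSO wells while the 100% control is not disclosed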
TDP2 absorb = human TDP2 enzyme inhibitors, primary screen, biochemical, epi absorbance, recombinant enzyme; Tyrosyl-DNA phosphodiesterase 2 (Homo sapiens), O95551; T5PNP hydrolysis, p-nitrophenol absorbance 415 nm; inhibition, % at 12.8 µM; 370,000 compounds, 0.34% hits; AID 720702, 2013;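 active = inhibition above the mean of all tested compounds plus 3 SD, set per campaign, cut at about 25% in these data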;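 note: 0% = DMSO with enzyme and 100% = buffer with substrate but no TDP2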
Target sequence (O95551 whole entry, looked up): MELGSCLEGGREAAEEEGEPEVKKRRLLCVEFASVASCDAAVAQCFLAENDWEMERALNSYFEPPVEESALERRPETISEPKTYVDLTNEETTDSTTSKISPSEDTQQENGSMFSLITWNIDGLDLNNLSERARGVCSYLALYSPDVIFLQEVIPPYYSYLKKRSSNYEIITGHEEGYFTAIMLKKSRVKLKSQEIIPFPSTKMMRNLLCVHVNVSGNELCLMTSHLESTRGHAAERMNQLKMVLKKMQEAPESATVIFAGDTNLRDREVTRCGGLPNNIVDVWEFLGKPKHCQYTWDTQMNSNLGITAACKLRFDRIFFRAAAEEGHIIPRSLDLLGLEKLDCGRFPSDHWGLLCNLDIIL
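test system = human TDP2 enzyme | input = TDP2 enzyme at 120 nM final | medium = 50 mM Tris-HCl pH 7.5 with Mg2+, KCl, DTT, BSA | also added = T5PNP substrate, 5 mM | times = 2 h at 37 °C | technique = epi absorbance | benchmarks = high control without enzyme, low control DMSO plus TDP2 | replication = each compound tested once, singlicate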
KLK7 zymogen act = proKLK7 zymogen activators, primary screen, biochemical, fluorescence intensity; purified proKLK7, EDANS-DABCYL substrate fluorescence; 100% is mature enzyme control, 0% vehicle; 370,000 compounds, 0.9% hits; Kallikrein-7 (Homo sapiens), P49862; activation, % at 7 µM;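 active = activation above the mean of all tested compounds plus 3 SD, computed per campaign excluding outliers beyond control limits, cut at about 13% in these data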
Target sequence (P49862 whole entry, looked up): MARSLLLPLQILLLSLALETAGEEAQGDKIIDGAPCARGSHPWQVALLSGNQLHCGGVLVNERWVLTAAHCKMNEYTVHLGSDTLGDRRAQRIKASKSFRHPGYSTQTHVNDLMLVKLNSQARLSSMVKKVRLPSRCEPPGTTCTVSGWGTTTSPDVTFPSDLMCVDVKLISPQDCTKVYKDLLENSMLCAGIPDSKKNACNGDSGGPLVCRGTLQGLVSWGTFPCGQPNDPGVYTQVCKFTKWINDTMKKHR
DDE Tn6 FP inh = inhibitors of Tn6 peptide binding to fibrin DD(E), primary screen, biochemical, fluorescence polarization, human fibrin, Tn6 probe. 370,000 compounds, 0.21% hits. inhibition, % at 8.3 µM. Fibrinogen beta chain (Homo sapiens), P02675. Fibrin DD(E) TRITC-Tn6 fluorescence polarization displacement;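 active = inhibition above a per-campaign cutoff: mean of compounds within control limits plus 3 SD, cut at about 15% in these data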;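 note: 0% = median of all compound wells on the plate and 100% = blocking peptide control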
PLCg1 inh = PLC-gamma1 enzyme inhibitors, primary screen, biochemical, fluorescence, purified enzyme | 370,000 compounds, 0.84% hits | fluorogenic substrate | 1-phosphatidylinositol 4,5-bisphosphate phosphodiesterase gamma-1 (Homo sapiens), P19174 | inhibition, % at 12.2 µM; in the data active = inhibition above about 9.5%
ASAP1 GAP inh = inhibitors of human ASAP1 ArfGAP activity, primary screen, biochemical, fluorescence polarization | ASAP1-stimulated ARF1 GTP hydrolysis, GDP FP detection | Arf-GAP with SH3 domain, ANK repeat and PH domain-containing protein 1 (Homo sapiens), … | 360,000 compounds, 0.19% hits | inhibition, % at 16.5 µM; in the data active = inhibition above about 25%;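 note: 0% = vehicle with enzyme and substrate and 100% = no enzyme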
Target sequence (Q9ULH1 325-724 limits assumed): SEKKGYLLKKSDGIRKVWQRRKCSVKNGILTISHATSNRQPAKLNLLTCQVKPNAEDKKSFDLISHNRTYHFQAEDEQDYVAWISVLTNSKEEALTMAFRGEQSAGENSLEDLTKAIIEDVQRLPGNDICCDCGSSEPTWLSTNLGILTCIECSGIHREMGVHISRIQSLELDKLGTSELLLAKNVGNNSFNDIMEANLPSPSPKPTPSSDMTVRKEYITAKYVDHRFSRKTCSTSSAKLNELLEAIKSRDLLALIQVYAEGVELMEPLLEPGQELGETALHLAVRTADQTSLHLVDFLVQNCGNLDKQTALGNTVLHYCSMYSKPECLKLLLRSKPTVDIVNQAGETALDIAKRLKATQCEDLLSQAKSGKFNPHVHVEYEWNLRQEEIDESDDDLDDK
ADAM17 inh = ADAM17 inhibitors, primary screen, biochemical, QFRET; inhibition, % at 6.95 µM; recombinant ADAM17, EDANS/DABCYL FRET peptide cleavage; AID 720648, 2013; Disintegrin and metalloproteinase domain-containing protein 17 (Homo sapiens), P78536; 370,000 compounds, 0.83% hits;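 active = inhibition above the mean of compounds lying between control limits plus 3 SD, set per campaign, cut at about 8.5% in these data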;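 note: 0% = DMSO-only wells as the low control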
LEDGF integ inh = blockers of LEDGF/p75-dependent integrase strand transfer – biochemical, TR-FRET, high throughput, primary screen | TR-FRET IN-LEDGF/p75 DNA integration, Eu/Cy5 | 370,000 compounds, 0.64% hits | inhibition, % at 3.7 µM;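 active = inhibition above the screen-wide mean plus 3 SD, cut at about 13% in these data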;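 note: signal is the Cy5 over europium emission ratio at 671 and 618 nm; 0% = plate median of compound wells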
ARFGAP1 inh = inhibitors of rat ARFGAP1 GAP activity, primary screen, biochemical, fluorescence polarization, GDP tracer | ADP-ribosylation factor GTPase-activating protein 1 (Rattus norvegicus), Q62848 | Arfgap1-stimulated ARF1 GTP hydrolysis, GDP FP detection | inhibition, % at 16.5 µM | 360,000 compounds, 0.26% hits;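 active = inhibition above a per-plate limit, mean inhibition of low control wells plus 3 SD, cut at about 25% in these data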;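 note: 0% = DMSO wells with enzyme and 100% = wells lacking Arfgap1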
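Replicates: Single well per compound | Assay system: Truncated rat Arfgap1 GAP domain | Control set: No-Arfgap1 wells (100%) versus DMSO full-reaction wells (0%) | Times: Enzyme reaction 120 min at 25 °C after 20 min preincubation | Reagent: Human ARF1(Δ1-17)-GTP substrate | Measured by: Tracer-displacement fluorescence polarization with EDTA stop, 620/688 nm | Measure: Percent inhibition of Arfgap1-stimulated GTP hydrolysis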
* = called active by the depositor; i = inactive; · = no result given.

SMILES	DDE Tn7 FP inh	ADAM10 inh	TDP2 absorb	KLK7 zymogen act	DDE Tn6 FP inh	PLCg1 inh	ASAP1 GAP inh	ADAM17 inh	LEDGF integ inh	ARFGAP1 inh
CCn1cc(CN2CCC(C(=O)Nc3ccc(Oc4cccnc4)cc3)CC2)c(C)n1	-2	-9	-12	0.2	3	2	10	3	-8	-1
Cc1cc(C)cc(N/C(N)=N/c2nc(C)cc(C)n2)c1	4	1	-3	0.1	2	-2	-11	2	-1	1
CC(C)(C)OC(=O)N1CCC(Cc2cc(-c3cccc(Br)c3)no2)(C(=O)O)CC1	2	4	9	0.6	-6	0	-17	1	4	-14
CCCCC(=O)Nc1cc(NC(=O)CC)ccc1Cl	-2	-4	4	0.1	-1	1	12	1	-1	7
CN(C(=O)COC(=O)c1ccc(C(C)(C)C)cc1)C1CCS(=O)(=O)C1 (centres undefined)	-7	7	4	-0.6	-2	1	-9	1	7	3
COc1ccc(C2(CNC(=O)c3ccco3)CCOCC2)cc1	-4	-1	7	0.1	4	3	-11	-2	1	-6
CC(C)(C)NC(=O)CSc1nsc(SCC(=O)NC(C)(C)C)c1C#N	0	3	6	0.3	-3	-1	3	-2	4	5
CN(Cc1nc(-c2cnccn2)no1)Cc1n[nH]c2c1CCCC2	-2	-1	-2	-0.1	1	0	-3	1	0	9
CSc1nsc2nc(=O)c(/C=C3\C(C)=Nc4ccc(C)cc43)c(N)n12	-2	-3	2	-0.5	-3	-24	6	-5	-3	-11
Cc1ccc(-n2cc(C(=O)c3ccc(N4CCN(C)CC4)cc3)nn2)cc1Cl	0	-15	-5	0.0	3	-6	4	-6	-3	-3
Cc1cc(Cl)nc(NC(=O)Nc2cccc(Cl)c2)n1	1	0	1	-0.4	1	1	-5	-3	2	17
COc1cccc(N/C=C/c2onc(C)c2[N+](=O)[O-])c1	4	2	7	0.4	-2	2	8	1	1	-5
CCOc1ccccc1NC(=O)c1ccc2c(c1)C(=O)N(CC(C)C)C2=O	0	11	-9	-0.4	0	8	2	5	4	9
CCOC(=O)[C@]12CCCC=C1N(Cc1ccco1)C(=O)[C@H](CC(=O)NCc1ccccc1)C2	1	-1	15	0.6	4	-1	3	-3	-2	6
O=S(=O)(NCC1(N2CCOCC2)CCCCC1)c1ccc(F)c(F)c1F	0	1	-8	0.2	2	-1	-9	-2	-4	-8
CC(C)CNC(=O)OCc1cn(Cc2ccc(F)cc2F)nn1	-3	3	-2	0.0	0	2	·	0	8	·
CN(C)CCn1c(=S)[nH]c2ccccc2c1=O	-2	-11	1	0.1	2	-1	-9	-2	0	-1
CCCOc1ccc(N2C(=O)CC(N3CCN(c4nc5ccccc5s4)CC3)C2=O)cc1 (centres undefined)	-11	4	7	-0.3	-11	0	8	-4	2	0
CN(C)S(=O)(=O)c1ccc(C(=O)Nc2nnc(SCc3ccccc3)s2)cc1	-3	-5	3	0.3	-13	6	8	4	1	-2
O=C1CCC(C(=O)OCC(=O)Nc2ccc(SC(F)F)cc2)=NN1	1	-20	-8	0.0	10	2	5	0	-4	3
CC(=O)Nc1ccc2nc(NC(=O)C(Cl)(Cl)Cl)sc2c1	0	-31	11	-0.4	-1	-3	-2	-11	-3	3
Cc1cc(C)nc(NS(=O)(=O)c2ccc(NC(=S)NC(=O)c3cccnc3)cc2)n1	2	-3	18	0.0	0	2	13	-1	-2	-1
CC(=O)N(C)C1(c2nnnn2CCOC(=O)Nc2cccc3ccccc23)CCCC1	-4	-3	6	1.0	-4	-1	1	-1	1	1
CCN1CCN(C(C(=O)NC2CCCC2)c2cc3c(cc2[N+](=O)[O-])OCO3)CC1 (centres undefined)	-1	-54	-1	0.8	0	-11	-1	-19	-1	4
COc1cc(CNc2ncn[nH]2)ccc1OCc1ccccc1C	3	-5	17	0.7	3	1	4	2	1	0
CCOC(=O)C(NC(C)=O)(Nc1ccc(S(=O)(=O)Nc2cc(C)on2)cc1)C(F)(F)F (centres undefined)	5	-6	-1	0.9	-2	3	5	-5	1	-2
COc1ccc(CN2CCSCC2)c(OC)c1C	-6	-8	1	0.3	-3	-1	6	1	-3	3
CCOC(=O)c1c(-c2ccccc2Cl)cn2ccccc12	-6	i	-11	-5.4	-2	-129	-7	-223	-1	-6
COc1ccc(-c2ccc(N)cn2)cn1	-7	-5	-8	0.2	-4	-6	7	-6	-1	-6
CC1/C(=N/O)CC(c2ccccc2)NC1c1ccccc1 (centres undefined)	-2	4	2	0.4	6	1	8	0	1	-15
CCOC(=O)c1cccc(NC(=O)CCS(=O)(=O)c2ccc(Br)s2)c1	-1	-3	-2	-0.1	-2	2	-4	-2	1	0
O=C(COC(=O)c1ccccc1C(=O)c1ccccc1)Nc1cccc([N+](=O)[O-])c1	7	10	2	0.4	0	0	18	4	-1	1
Cc1onc(-c2ccccc2Cl)c1C(=O)c1ccccc1	-2	5	-16	-0.4	-4	1	3	1	-6	-8
O=[N+]([O-])c1cccc(CN2C[C@@]34C=C[C@@H](C[C@@H]3S2(=O)=O)O4)c1	-5	5	0	0.4	0	1	-4	0	0	1
O=C(Nc1ccc(-n2cc(Cl)cn2)cc1)c1ccncc1	2	0	3	0.2	-8	5	-10	1	0	-1
Nc1nc(Nc2ccc(Cl)cc2)c(NC=O)c(=O)[nH]1	9	-6	11	-0.2	3	0	-4	-2	1	-11
COc1ccccc1CN1CCC(n2nccc2NC(=O)CCCc2ccccc2)CC1	-1	0	-16	0.2	-13	3	4	0	4	-4
CC(/C=N/NC(=O)c1nnn(-c2nonc2N)c1CN(C)C)=C\c1ccco1	11	-1	6	0.3	-6	-3	-1	-1	3	-2
COc1ccc(CCn2c(-n3nc(C)cc3C)nc3c2c(=O)[nH]c(=O)n3C)cc1	-5	-10	0	0.4	6	6	2	0	-3	13
Cc1ccc(S(=O)(=O)N2CCN(C(=O)c3ccc4c(c3)OCO4)CC2)cc1	-3	3	-5	0.5	2	5	3	1	0	-2
O=C(c1ccc([N+](=O)[O-])o1)N1CCN(c2nc3c(F)cc(F)cc3s2)CC1	10	2	-19	0.6	1	15*	-3	-1	4	-1
Cc1ccc(C(=O)NN2C(=O)C3C4C=CC([C@@H]3C2=O)C42CC2)cc1 (some centres undefined)	-3	3	-4	-0.3	3	6	14	-6	-1	4
O=C(COC(=O)c1ccc([N+](=O)[O-])s1)Nc1ccc(F)cc1	-4	4	47*	0.4	-6	6	2	1	8	8
O=C(c1[nH]c(C(F)(F)F)nc1-c1ccccc1)N1CCN(C(=O)C2CCCO2)CC1 (centres undefined)	1	-11	6	-0.5	9	-2	6	-6	-1	-4
CCOC(=O)Cn1c(=O)oc2cc(S(=O)(=O)Nc3cccc(C)c3)ccc21	-6	-1	-12	-0.3	2	0	0	3	2	-12
O=C(NC(Cc1c[nH]c2ccccc12)C(=O)O)c1cccc(S(=O)(=O)N2CCCCC2)c1 (centres undefined)	-3	-29	-6	-0.3	-1	-2	10	-2	-1	1
O=C(Nc1ccc(Oc2cccnc2)nc1)c1ccc(C(F)(F)F)cc1	-2	-5	-3	0.3	7	1	7	-3	-1	0
CCc1ccc(OCC(=O)NC(C)C)cc1	-1	-4	6	-0.3	-6	0	2	0	-3	10
C[C@@H]1C[C@H]2O[C@@H]2/C=C\C=C\C(=O)Cc2cc(O)cc(O)c2C(=O)O1	-2	-19	3	4.3	5	-4	·	-6	5	·
CCCNC(=O)c1ccc2c(c1)ncn2-c1cc(C)cc(C)c1	-4	0	12	-0.1	0	0	6	-1	2	5
CCOC(=O)C(NC(=O)c1ccc(F)cc1)(Nc1nnc(C)s1)C(F)(F)F (centres undefined)	-3	-5	-8	-0.7	2	4	12	0	-4	14
CCc1c(C(=O)NC2CCCC2)csc1C	-5	-5	-2	0.3	-2	6	-16	-3	3	-4
Fc1ccc(-c2cc(-c3cccs3)cc(-c3ccccc3)n2)cc1	-1	9	-22	-0.5	0	14*	-3	2	9	-2
Cc1cc2cc(CN(CCN(C)C)C(=S)NCc3ccco3)c(=O)[nH]c2cc1C	3	-38	4	0.0	-3	-22	5	-15	-3	-3
O=C(CCC(=O)N1CCN(c2cccc(Cl)c2)CC1)c1cccs1	-2	-5	-2	-0.1	-1	-3	-3	-3	-1	-9
CC(C)(C)c1cc[n+](-c2[nH]c(=O)sc2/C=N/NC(=O)c2ccccc2[O-])cc1	2	-5	5	0.3	2	-2	11	0	-1	-4
COc1ccc(OC)c(NC(=O)Cc2csc(NC(=O)Nc3ccccc3OC)n2)c1	-12	5	-4	0.4	-5	1	17	4	-5	13
Fc1ccccc1N1CCN(c2nc3ccccc3n3nnnc23)CC1	-6	-7	4	-0.3	9	-16	3	-3	-6	-5
CN(C)N=Nc1ccc(S(N)(=O)=O)cc1	5	6	10	0.4	5	1	14	-2	-4	-1
COC(=O)c1ccc(=O)n(-c2ccc(OC)cc2)c1	5	-12	-4	0.5	-4	-7	-10	-4	0	-14

Molecules listed so far that contain a COOH group (two):
SMILES	DDE Tn7 FP inh	ADAM10 inh	TDP2 absorb	KLK7 zymogen act	DDE Tn6 FP inh	PLCg1 inh	ASAP1 GAP inh	ADAM17 inh	LEDGF integ inh	ARFGAP1 inh
CC(C)(C)OC(=O)N1CCC(Cc2cc(-c3cccc(Br)c3)no2)(C(=O)O)CC1	2	4	9	0.6	-6	0	-17	1	4	-14
O=C(NC(Cc1c[nH]c2ccccc12)C(=O)O)c1cccc(S(=O)(=O)N2CCCCC2)c1 (centres undefined)	-3	-29	-6	-0.3	-1	-2	10	-2	-1	1
